Source: PubChem BioAssay (several laboratories)
TNAP act hiacc: increases human TNAP activity under high phosphate acceptor concentration; P05186; activation factor at 20 µM; purified TNAP, CDP-star luminescence, 1 M DEA, 30 min; active compounds read high; 0 = EDTA background, 1 = DMSO-only activity; AID 1136; 200,000 tested, under 10 active;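 active = activation factor at least 2 at 20 µM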
Target sequence (P05186 whole entry, looked up): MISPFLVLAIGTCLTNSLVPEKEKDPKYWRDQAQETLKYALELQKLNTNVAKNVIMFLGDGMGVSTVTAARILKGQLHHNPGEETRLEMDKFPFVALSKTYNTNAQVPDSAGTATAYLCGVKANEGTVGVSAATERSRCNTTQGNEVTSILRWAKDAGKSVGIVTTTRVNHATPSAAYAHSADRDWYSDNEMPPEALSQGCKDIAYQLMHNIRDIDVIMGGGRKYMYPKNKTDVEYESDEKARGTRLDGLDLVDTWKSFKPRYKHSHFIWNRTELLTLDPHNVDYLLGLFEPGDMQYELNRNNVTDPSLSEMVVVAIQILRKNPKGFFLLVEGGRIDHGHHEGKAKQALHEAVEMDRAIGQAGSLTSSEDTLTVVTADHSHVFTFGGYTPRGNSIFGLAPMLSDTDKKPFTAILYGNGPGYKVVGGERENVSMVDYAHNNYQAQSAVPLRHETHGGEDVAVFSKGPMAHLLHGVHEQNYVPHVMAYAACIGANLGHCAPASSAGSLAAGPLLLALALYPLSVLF
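Assay system: human TNAP; Input: enzyme diluted 1/800 final; Reagent: CDP-star luminogenic substrate at 100 µM final; Timing: 30 min, room temperature; Signal: luminescence; Evaluation: TNAP activation factor scaled between EDTA and DMSO control wells.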
Diaphorase inh: inhibits diaphorase or chemically oxidizes, flagging diaphorase assay artifacts; 190,000 compounds, 0.69% hits; diaphorase resazurin-to-resorufin fluorescence, NADH, 16 min; bacterial (C. kluyveri) enzyme, not human; inhibition, % at 20 µM;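 active = primary screen inhibition at 20 µM above a set limit, cut at about 50% in these data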;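 note: plate controls were DMSO with full reaction for no effect and wells lacking NADH for full effect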
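Test system: diaphorase enzyme from Clostridium kluyveri; amount: diaphorase at 0.14 U/mL in enzyme working solution; detection: fluorescence of resorufin formed from resazurin, Ex 544/Em 590 nm; times: reaction incubation of 16 min at room temperature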
PMI act satM6P: increases human PMI activity with near-saturating mannose 6-phosphate; P34949; activation factor at 20 µM; 190,000 compounds, 0.34% hits; AID 1216; coupled PMI enzyme assay, resazurin fluorescence, 20 min; active compounds read high; 1 = untreated enzyme, 0 = substrate-free blank;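 active = activation factor of 2 or more at 20 µM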
Target sequence (P34949 whole entry, looked up): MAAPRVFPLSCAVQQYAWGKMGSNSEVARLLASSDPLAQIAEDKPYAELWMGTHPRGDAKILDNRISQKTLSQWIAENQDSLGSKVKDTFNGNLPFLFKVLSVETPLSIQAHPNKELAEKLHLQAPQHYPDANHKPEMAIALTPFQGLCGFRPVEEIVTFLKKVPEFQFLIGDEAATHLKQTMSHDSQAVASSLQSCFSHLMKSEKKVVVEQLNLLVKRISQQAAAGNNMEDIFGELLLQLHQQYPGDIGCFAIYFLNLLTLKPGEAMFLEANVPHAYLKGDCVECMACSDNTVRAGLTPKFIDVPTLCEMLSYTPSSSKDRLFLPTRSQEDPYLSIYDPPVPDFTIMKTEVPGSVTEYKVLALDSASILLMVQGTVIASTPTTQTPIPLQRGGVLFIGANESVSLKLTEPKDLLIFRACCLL
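Test system: human phosphomannose isomerase with PGI, G6PDH, diaphorase coupling enzymes; Amount: PMI at 15 ng/mL final; Reagent: Mannose-6-phosphate 1.0 mM (near-saturating) plus 0.22 mM NADP+; Timing: 20 min, room temperature; Technique: resorufin fluorescence at Ex 544/Em 590 nm; Dosing: 20 µM single dose.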
bIAP inhibitor: blocks bovine intestinal alkaline phosphatase activity; purified bovine IAP, CDP-star luminescence, 30 min; inhibition, % at 20 µM; 190,000 tested, under 10 active;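 active = over 50% inhibition of intestinal alkaline phosphatase at 20 µM in the single-dose screen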
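Assay system – bovine IAP enzyme · Quantity – bovine IAP at 1/65,000,000 final dilution · Detection – CDP-star luminescence signal · Times – 30 min reaction at room temperature · Also added – CDP-star substrate at 30 µM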
L major viab: reduces viability of Leishmania major promastigotes. resazurin fluorescence viability. inhibition, % at 10 µM. 200,000 compounds, 9% hits. AID 1063; in the data active = inhibition above about 50%;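 note: promastigotes grown with compound for 44 hours at 28 °C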
Diaphorase act: activates diaphorase or chemically reduces, flagging diaphorase assay artifacts; Diaphorase/resazurin coupled assay, resorufin fluorescence, 16 min; active compounds read high; 1 = vehicle wells, 0 = NADH-free wells; activation factor at 20 µM; 190,000 compounds, 0.005% hits;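 active = diaphorase activity raised at least twofold by the compound at 20 µM; inactive = activation factor below 2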
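Assay system: bacterial diaphorase enzyme (C. kluyveri) / Input: enzyme 0.07 U/mL final / Medium: 50 mM HEPES pH 7.4 with 4.542 mM MgCl2, 0.005% Tween 20 / Doses: single compound dose of 20 µM, 1% DMSO final / Incubation: 16 min enzyme reaction, ambient temperature / Signal: fluorescence, excitation 544 nm and emission 590 nm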
TNAP inh noacc: inhibitors of human TNAP without phosphate acceptor; AID 1012; 200,000 compounds, 0.26% hits; P05186; purified TNAP, CDP-star luminescence, 30 min; inhibition, % at 20 µM;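 active = tissue-nonspecific alkaline phosphatase inhibition above about 50% at 20 µM in the single-dose screen, limit read from the data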;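 note: 0% = DMSO negative control and 100% = EDTA positive control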
PMI activator: increases human mannose-6-phosphate isomerase activity; purified human PMI, coupled resazurin fluorescence, 20 min; active compounds read high; 1 = vehicle control, 0 substrate-free wells; activation factor at 20 µM; 190,000 compounds, 0.005% hits;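 active = activation factor of 2 or more at 20 µM, relative to plate controls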
TNAP inh hiacc: inhibitors of human TNAP at high phosphate acceptor concentration; P05186; purified TNAP, CDP-star luminescence, 1 M DEA; inhibition, % at 20 µM; 200,000 compounds, 0.03% hits;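 active = over 50% inhibition of tissue-nonspecific alkaline phosphatase at 20 µM in the single-dose screen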;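 note: plate controls were DMSO wells for no effect and EDTA-quenched wells as full inhibition for full effect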
bIAP act: increases bovine intestinal alkaline phosphatase activity | AID 1016 | 200,000 compounds, 0.17% hits | activation factor at 20 µM | purified bovine IAP, CDP-star luminescence, 30 min; active compounds read high; fold of DMSO-control signal, blank-subtracted;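 active = activation factor of 2 or more at 20 µM, a signal rise over negative controls twice the positive control's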
Numbers without * were called inactive.

For CCCCNC(=O)C1CCN(c2nc(C)cc(C)n2)CC1 the results were TNAP act hiacc 1, Diaphorase inh 9, PMI act satM6P 0.9, bIAP inhibitor 2, L major viab 1, Diaphorase act 0.9, TNAP inh noacc -8, PMI activator 1, TNAP inh hiacc -1 and bIAP act 1.
For Cc1cc(NC(=O)CSc2nc3cc(Cl)ccc3s2)no1 the results were TNAP act hiacc 1, Diaphorase inh 10, PMI act satM6P 1, bIAP inhibitor 33, L major viab -5, Diaphorase act 0.9, TNAP inh noacc -8, PMI activator 0.9, TNAP inh hiacc -2 and bIAP act 0.7.
CC1CN(C(=O)c2c(Br)cnn2C)CC(C)O1 (configuration not stated) was read as TNAP act hiacc 1, Diaphorase inh -2, PMI act satM6P 1, bIAP inhibitor -10, L major viab 37, Diaphorase act 1, TNAP inh noacc -5, PMI activator 1.1, TNAP inh hiacc 1 and bIAP act 1.1.
Screening CC(C)CSc1nc2c(=O)[nH][nH]c(=O)c2n1Cc1ccccc1 returned TNAP act hiacc 1, Diaphorase inh 13, PMI act satM6P 0.9, bIAP inhibitor -8, L major viab -9, Diaphorase act 0.9, TNAP inh noacc 2, PMI activator 0.9, TNAP inh hiacc 2 and bIAP act 1.1.
CCC(C)NC(=O)c1ccccc1NC(=O)/C(=C/c1ccc(OC)cc1)c1ccccc1 (configuration not stated) was read as TNAP act hiacc 1, Diaphorase inh 24, PMI act satM6P 0.9, bIAP inhibitor 23, L major viab 19, Diaphorase act 0.8, TNAP inh noacc 3, PMI activator 0.8, TNAP inh hiacc 2 and bIAP act 0.8.
For O=C(CCS(=O)(=O)c1ccccc1)Nc1ccc(-c2nc3ccccc3s2)c(O)c1 the results were TNAP act hiacc 1, Diaphorase inh 1, PMI act satM6P 1, bIAP inhibitor 20, L major viab -7, Diaphorase act 1, TNAP inh noacc -18, PMI activator 0.9, TNAP inh hiacc 0 and bIAP act 0.8.
`CCN(CC(O)CON=C1c2ccccc2-c2ccccc21)S(=O)(=O)c1ccc(C)cc1` (configuration not stated) gave TNAP act hiacc 1, Diaphorase inh 12, PMI act satM6P 0.9, bIAP inhibitor 17, L major viab 100*, Diaphorase act 0.9, TNAP inh noacc 5, PMI activator 0.8, TNAP inh hiacc 1 and bIAP act 0.8.
O=C(c1ccc2c(c1)OCCO2)N1CCN(c2ccc([N+](=O)[O-])cc2)CC1 was read as TNAP act hiacc 0.9, Diaphorase inh 16, PMI act satM6P 0.8, bIAP inhibitor 8, L major viab 2, Diaphorase act 0.8, TNAP inh noacc 3, PMI activator 0.9, TNAP inh hiacc 11 and bIAP act 0.9.
CN(Cc1ccccc1)C(=O)c1ccc2c(c1)NC(=O)C(N1CCOCC1)S2 (configuration not stated) was read as TNAP act hiacc 1, Diaphorase inh 12, PMI act satM6P 1, bIAP inhibitor -6, L major viab 1, Diaphorase act 0.9, TNAP inh noacc 0, PMI activator 1, TNAP inh hiacc -5 and bIAP act 1.1.
For CCCCCn1c(N2CCN(c3cccc(Cl)c3)CC2)nc2c1c(=O)[nH]c(=O)n2C the results were TNAP act hiacc 1.1, Diaphorase inh 19, PMI act satM6P 0.9, bIAP inhibitor -24, L major viab 32, Diaphorase act 0.8, TNAP inh noacc -91, PMI activator 0.9, TNAP inh hiacc -5 and bIAP act 1.2.
`Cc1cccc(C(=O)NC2C(=O)NNC2c2ccc(Cl)cc2)c1` (configuration not stated) gave TNAP act hiacc 1, Diaphorase inh 52*, PMI act satM6P 1, bIAP inhibitor 9, L major viab 4, Diaphorase act 0.5, TNAP inh noacc -13, PMI activator 1, TNAP inh hiacc -4 and bIAP act 0.9.
For COc1ccc(S(=O)(=O)N2CCC(C(=O)Nc3cccc(C(C)=O)c3)CC2)cc1C the results were TNAP act hiacc 1, Diaphorase inh 8, PMI act satM6P 1, bIAP inhibitor -14, L major viab 10, Diaphorase act 0.9, TNAP inh noacc -10, PMI activator 0.9, TNAP inh hiacc -4 and bIAP act 1.1.
`CC1(c2ccc3noc(-c4ccc(Cl)cc4)c3c2)OCCO1` gave TNAP act hiacc 1, Diaphorase inh 19, PMI act satM6P 1.1, bIAP inhibitor 9, L major viab -2, Diaphorase act 0.8, TNAP inh noacc -4, PMI activator 1.2, TNAP inh hiacc -4 and bIAP act 0.9.
Cc1cc(Cl)c(S(=O)(=O)Nc2ccc(Cl)cn2)cc1OCC(N)=O was read as TNAP act hiacc 1, Diaphorase inh 8, PMI act satM6P 1.1, bIAP inhibitor -4, L major viab -9, Diaphorase act 0.9, TNAP inh noacc -11, PMI activator 1.1, TNAP inh hiacc -3 and bIAP act 1.
C=CCNC(=S)NNC(=O)COc1cccc(Cl)c1 was read as TNAP act hiacc 1, Diaphorase inh 4, PMI act satM6P 1, bIAP inhibitor 16, L major viab -7, Diaphorase act 1, TNAP inh noacc -159, PMI activator 1, TNAP inh hiacc 0 and bIAP act 0.8.
COC(=O)Cn1c(CCS(=O)(=O)c2ccc(C)c(C)c2)nc2ccccc21 was read as TNAP act hiacc 1, Diaphorase inh 15, PMI act satM6P 0.9, bIAP inhibitor 5, L major viab -4, Diaphorase act 0.8, TNAP inh noacc -7, PMI activator 0.9, TNAP inh hiacc 3 and bIAP act 1.
CN(C)C(=O)C1Cc2ccccc2CN1S(=O)(=O)c1cccs1 (configuration not stated) was read as TNAP act hiacc 1, Diaphorase inh -2, PMI act satM6P 1, bIAP inhibitor 8, L major viab 3, Diaphorase act 1, TNAP inh noacc -8, PMI activator 1, TNAP inh hiacc -3 and bIAP act 0.9.
`NCc1nc(-c2ccc(Cl)cc2)no1` gave TNAP act hiacc 1, Diaphorase inh -20, PMI act satM6P 1.1, bIAP inhibitor -20, L major viab 22, Diaphorase act 1.2, TNAP inh noacc -10, PMI activator 1, TNAP inh hiacc -2 and bIAP act 1.2.
`COC(=O)CNC(c1ccccc1)c1cc(Br)ccc1NC(=O)CCN1CCOCC1` (configuration not stated) gave TNAP act hiacc 1, Diaphorase inh 13, PMI act satM6P 0.8, bIAP inhibitor 2, L major viab 100*, Diaphorase act 0.9, TNAP inh noacc 4, PMI activator 0.7, TNAP inh hiacc 0 and bIAP act 1.
Screening CC(C)(C)c1cc(C(=S)N2CCN(CCO)CC2)cc(C(C)(C)C)c1O returned TNAP act hiacc 1, Diaphorase inh 0, PMI act satM6P 1, bIAP inhibitor 1, L major viab 12, Diaphorase act 1, TNAP inh noacc -4, PMI activator 0.9, TNAP inh hiacc -5 and bIAP act 1.

Quoted from the entries so far (two entries):
For CCCCNC(=O)C1CCN(c2nc(C)cc(C)n2)CC1 the results were TNAP act hiacc 1, Diaphorase inh 9, PMI act satM6P 0.9, bIAP inhibitor 2, L major viab 1, Diaphorase act 0.9, TNAP inh noacc -8, PMI activator 1, TNAP inh hiacc -1 and bIAP act 1.
For Cc1cc(NC(=O)CSc2nc3cc(Cl)ccc3s2)no1 the results were TNAP act hiacc 1, Diaphorase inh 10, PMI act satM6P 1, bIAP inhibitor 33, L major viab -5, Diaphorase act 0.9, TNAP inh noacc -8, PMI activator 0.9, TNAP inh hiacc -2 and bIAP act 0.7.

Next section
Screening CCNC(=S)NNC(=O)C(c1ccccc1)c1ccccc1 returned TNAP act hiacc 1, Diaphorase inh 0, PMI act satM6P 1, bIAP inhibitor -24, L major viab -1, Diaphorase act 1, TNAP inh noacc -6, PMI activator 1.1, TNAP inh hiacc 0 and bIAP act 1.2.
CCCCN(CC)C(=O)c1ccccc1Oc1ccccc1 was read as TNAP act hiacc 1, Diaphorase inh 1, PMI act satM6P 1, bIAP inhibitor 28, L major viab 1, Diaphorase act 1, TNAP inh noacc -6, PMI activator 1.1, TNAP inh hiacc -2 and bIAP act 0.7.
For O=C(NC1CCCC1)C(c1ccc(N2CCOCC2)cc1)N(C(=O)c1ccco1)c1ccccc1F (configuration not stated) the results were TNAP act hiacc 1, Diaphorase inh 12, PMI act satM6P 0.9, bIAP inhibitor 4, L major viab 4, Diaphorase act 0.9, TNAP inh noacc -4, PMI activator 0.9, TNAP inh hiacc 1 and bIAP act 1.
`Cc1cc(N/N=C/c2ccc(Cl)cc2)nc(NCc2ccccc2)n1` gave TNAP act hiacc 1, Diaphorase inh 11, PMI act satM6P 0.9, bIAP inhibitor 8, L major viab 94*, Diaphorase act 0.9, TNAP inh noacc -12, PMI activator 0.8, TNAP inh hiacc -2 and bIAP act 0.9.
Screening O=C(NC(=S)Nc1ccc(S(=O)(=O)N2CCCCCC2)cc1)c1cccs1 returned TNAP act hiacc 0.9, Diaphorase inh 12, PMI act satM6P 0.9, bIAP inhibitor 7, L major viab -6, Diaphorase act 0.9, TNAP inh noacc 17, PMI activator 0.9, TNAP inh hiacc 6 and bIAP act 0.9.
COc1ccccc1NC(=O)C1=C(C)NC(=O)NC1c1ccc(C)s1 (configuration not stated) was read as TNAP act hiacc 1, Diaphorase inh 12, PMI act satM6P 1, bIAP inhibitor -7, L major viab 5, Diaphorase act 0.9, TNAP inh noacc -18, PMI activator 1, TNAP inh hiacc -5 and bIAP act 1.1.
COc1cc(C(=O)Nc2cccc(C(C)=O)c2)cc(OC)c1OC was read as TNAP act hiacc 1, Diaphorase inh 0, PMI act satM6P 1, bIAP inhibitor 2, L major viab -1, Diaphorase act 1, TNAP inh noacc -7, PMI activator 0.9, TNAP inh hiacc -1 and bIAP act 1.
`O=C(NCc1ccccc1)C1CCC1` gave TNAP act hiacc 1.1, Diaphorase inh 3, PMI act satM6P 1.1, bIAP inhibitor -1, L major viab 35, Diaphorase act 1, TNAP inh noacc -9, PMI activator 1.1, TNAP inh hiacc -5 and bIAP act 1.
For Cc1cc(C)cc(NC(=S)Nc2ccc(Cl)c(Cl)c2)c1 the results were TNAP act hiacc 1, Diaphorase inh -2, PMI act satM6P 1, bIAP inhibitor 7, L major viab 41, Diaphorase act 1, TNAP inh noacc -42, PMI activator 1, TNAP inh hiacc -4 and bIAP act 0.9.
For O=C(c1ccccc1)N1CCN(Cc2ccccc2)CC1 the results were TNAP act hiacc 1, Diaphorase inh 21, PMI act satM6P 1.2, bIAP inhibitor 8, L major viab -4, Diaphorase act 0.8, TNAP inh noacc -12, PMI activator 1.1, TNAP inh hiacc -1 and bIAP act 0.9.
For COc1ccc(NC(=O)C(c2cc3c(cc2[N+](=O)[O-])OCO3)N(C)C)cc1 (configuration not stated) the results were TNAP act hiacc 1, Diaphorase inh 32, PMI act satM6P 0.4, bIAP inhibitor 1, L major viab -2, Diaphorase act 0.7, TNAP inh noacc -10, PMI activator 0.8, TNAP inh hiacc -2 and bIAP act 1.
